Screens from PubChem.
SENP8 block-1 = blocks human SENP8 cleavage of Nedd8 substrate | recombinant SENP8, Nedd8 substrate fluorescence | inhibition, % at 20 µM | 360,000 tested, 0.64% active | AID 602440; in the data active = inhibition mostly above about 40%, no sharp cut-off; inactive = mostly below about 27%
SENP7 inh = SENP7 protease inhibition. Q9BQF6. recombinant SENP7, Z-RLRGG-aminoluciferin luminescence, 40 min. inhibition, % at 5 µM. 330,000 tested, 1.5% active. AID 434973;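 active = inhibition above about 50% at the single test dose, limit read from the data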;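 note: plate controls were DMSO with enzyme for no effect and no enzyme buffer wells for full effect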
PfGluPho inh = PfG6PD (Plasmodium falciparum) enzyme inhibition. PfGluPho enzyme, NADPH resazurin-diaphorase fluorescence. inhibition, % at 20 µM. 350,000 tested, 0.78% active;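 active = inhibition reaching at least a set limit at 20 µM in the primary screen, cut at about 59% in these data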;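 note: 0% = DMSO wells with substrate and 100% = DMSO wells lacking glucose-6-phosphate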
SENP6 block = blocks the human protease SENP6; Q9GZR1; Recombinant SENP6 catalytic domain, aminoluciferin luminescence; inhibition, % at 10 µM; 330,000 tested, 1.8% active; AID 2599;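 active = inhibition above about 50% at the single tested dose, limit read from the data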;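 note: plate controls were DMSO wells with enzyme for no effect and DMSO wells lacking enzyme for full effect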
SENP1 inh = blocks the human SENP1 SUMO protease catalytic domain; Q9P0U3; recombinant SENP1 catalytic domain, CyPet-SUMO1-YPet FRET cleavage; 360,000 tested, 0.21% active; inhibition, % at 10 µM;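 active = inhibition at least 30% at 10 µM, raw YFP signal under a set limit, fluorescence ratio 0.5 to 1.5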;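 note: 0% = enzyme with DMSO and 100% = no enzyme wells; some results filed as inactive read as strong as hits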
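Test system: hSENP1 catalytic domain, recombinant; Amount: 20 pM final SENP1 enzyme; Medium: Tris pH 8 buffer plus EDTA, NaCl, BME, BSA, NP40, catalase; Schedule: 50 min enzyme reaction, room temperature, light-protected; Technique: FRET fluorescence in CFP and YFP emission channels; Controls: no-enzyme wells low, DMSO-plus-enzyme wells high control.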
SENP8 block-2 = inhibitors of human SENP8 protease; Q96LD8; inhibition, % at 10 µM; purified SENP8, Z-RLRGG-aminoluciferin cleavage, luminescence; AID 2540; 330,000 tested, 1.2% active; in the data active = inhibition above about 50%
Apaf1 inhib = human Apaf-1 inhibition | O14727 | reconstituted apoptosome caspase-3 activity, DEVD-Rh110 fluorescence | inhibition, % at 20 µM | 330,000 tested, 0.71% active; active = inhibition of at least 40% at 20 µM;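 note: plate controls were DMSO wells for no effect and DEVD-CHO caspase inhibitor wells for full effect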
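System – cell-free apoptosome with Apaf-1, procaspase-3 and caspase-9 · Buffer or medium – pH 7.5 Hepes buffer with CHAPS, BSA, DTT · Also added – cytochrome c with DEVD-Rh110 · Times – 30 min compound preincubation, 50 min activation, room temperature · Technique – Rh110 fluorescence intensity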
HKDC1 inh = blocks human hexokinase HKDC1 activity. Q2TB90. recombinant HKDC1, G6PDH/diaphorase resazurin coupled fluorescence. AID 493160. inhibition, % at 20 µM. 340,000 tested, 0.16% active;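 active = inhibition above about 35% when tested at 20 µM, limit read from the data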;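 note: plate controls were DMSO wells with enzyme for no effect and DMSO wells lacking enzyme for full effect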
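Test system: Recombinant HKDC1 (HK5) hexokinase enzyme, produced in-house | Input: HKDC1 at 5 µg/mL | Buffer or medium: Tris pH 8.0 buffer with MgCl2, Tween-20, BSA, BME | Schedule: 90 min reaction incubation at room temperature, dark | Technique: Resazurin-to-resorufin fluorescence via G6PDH and diaphorase coupling, 525/613 nm | Controls: DMSO wells with and without enzyme mix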
NALP3 yeast inh = NALP3 inhibition in yeast | Yeast reconstituted NLRP3/ASC/caspase-1, beta-gal luminescence, 24 h | inhibition, % at 10 µM | 330,000 tested, 0.39% active | AID 2825;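 active = inhibition of 50% or more; inactive = inhibition below 50%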;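 note: plate controls were induced DMSO wells for no effect and uninduced yeast grown without galactose for full effect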
An asterisk follows results filed as active; · = not tested or not shown.

SMILES	SENP8 block-1	SENP7 inh	PfGluPho inh	SENP6 block	SENP1 inh	SENP8 block-2	Apaf1 inhib	HKDC1 inh	NALP3 yeast inh
CCNc1ccc(C(=O)OCC(=O)N2c3ccccc3NC(=O)C2(C)C)cc1[N+](=O)[O-]	15	1	3	12	3	2	7	-7	16
O=C(O)c1ccc2c(c1)CC(c1ccccc1)OC2=O (stereo not given)	15	8	-6	26	3	-9	10	3	32
CN(C(=O)COC(=O)c1cncc(Br)c1)C1CCCCC1	15	7	-10	-1	3	7	5	-5	7
O=C(CCNC(=O)c1ccc([N+](=O)[O-])cc1)Nc1ccccc1N1CCCCC1	12	2	12	4	-1	-4	3	-6	26
Cc1ccc(S(=O)(=O)N2CCC[C@H]2C(=O)OCc2cc(=O)oc3cc(C)ccc23)cc1	-25	5	8	-6	1	2	24	0	26
Cc1sc(Cc2nc(O)cs2)nc1-c1ccccc1	-76	2	-9	0	2	-8	3	-7	8
CCn1cc(C(=O)NCc2ccccn2)c(=O)c2cc(F)c(N3CCN(C)CC3)cc21	-169	-2	-6	4	-3	5	-7	0	1
CCN(c1ccccc1)S(=O)(=O)c1ccc(N)cc1	2	-6	-1	1	4	-7	0	2	-11
COc1cc(C(=S)N2CCOCC2)ccc1OS(=O)(=O)c1ccc(C)cc1	13	2	-15	-24	2	4	-1	-4	14
CC(C)(C)OC(=O)NC(Cc1ccccc1)C(=O)N1CCC(C(=O)NCC(=O)Nc2ccc(F)cc2)CC1 (stereo not given)	2	-4	-10	-2	19	-6	1	5	14
O=C(N/N=C/c1cccc2ccccc12)c1cc2ccccc2o1	-152	0	2	-13	1	-1	20	-2	15
CCOC(=O)CSc1nc2c([nH]c3ccccc32)c(=O)n1C	-7	-5	-1	-8	3	-2	0	-2	-14

Reformatted with two lines to a compound: part of the list above
Order of values: SENP8 block-1	SENP7 inh	PfGluPho inh	SENP6 block	SENP1 inh	SENP8 block-2	Apaf1 inhib	HKDC1 inh	NALP3 yeast inh
- CCn1cc(C(=O)NCc2ccccn2)c(=O)c2cc(F)c(N3CCN(C)CC3)cc21
    -169	-2	-6	4	-3	5	-7	0	1
- CCN(c1ccccc1)S(=O)(=O)c1ccc(N)cc1
    2	-6	-1	1	4	-7	0	2	-11
- COc1cc(C(=S)N2CCOCC2)ccc1OS(=O)(=O)c1ccc(C)cc1
    13	2	-15	-24	2	4	-1	-4	14

Other results follow:
SMILES	SENP8 block-1	SENP7 inh	PfGluPho inh	SENP6 block	SENP1 inh	SENP8 block-2	Apaf1 inhib	HKDC1 inh	NALP3 yeast inh
CCc1onc(C)c1C(=O)O	11	5	-13	-14	3	7	5	-4	-4
O=S(=O)(c1ccccc1)c1cnc(-c2cccnc2)nc1-c1ccc(Cl)cc1Cl	11	-11	-25	-10	0	0	6	1	-5
O=C(NCc1ccccn1)C1CCCN(S(=O)(=O)c2ccc(Br)cc2)C1 (stereo not given)	30	4	-6	-8	1	5	-5	-1	5
O=C(/C=C/c1ccccc1Cl)N1CCN(c2ncccn2)CC1	14	-4	8	1	-1	-8	6	10	36
COc1ccccc1-n1c(CNc2c(C)cccc2C)nnc1SCC(=O)N1CCOCC1	10	·	5	·	1	·	·	-1	·
CCCn1c(=N)n(CC(=O)O)c2ccccc21	-11	2	-8	14	1	0	-8	-3	3
N#C/C(=C\Nc1ccc(Cl)cn1)S(=O)(=O)c1ccccc1	-12	7	-12	7	-3	-2	-6	1	5
Cc1nn(Cc2ccccc2Cl)c(C)c1NC(=O)CSc1n[nH]c(C)c1[N+](=O)[O-]	·	-9	·	-17	·	-2	-32	·	-5
N#CCCN1CCN(CCC#N)C1=S	15	·	-4	·	1	·	·	-2	·
S=C(NCCc1ccccc1)N1CCn2cccc2C1c1ccncc1 (stereo not given)	24	-6	19	0	-3	-3	15	2	8
Cc1cccc(NC(=O)C2CCN(S(=O)(=O)c3cccc4cccnc34)CC2)n1	11	-2	-12	8	5	-1	-6	-2	12
O=C(O)CCC(=O)N1CC=C(c2ccccc2)CC1	-10	5	-4	-14	0	-4	-28	-7	-3
CCOc1ccc(N2C(=O)/C(=C/c3cccs3)N(CC(=O)OC)C2=S)cc1	22	-3	2	1	-25	-4	-2	-8	-2

Some of these compounds in order of the HKDC1 inh value, ascending.
| SMILES | HKDC1 inh |
| --- | --- |
| CCOc1ccc(N2C(=O)/C(=C/c3cccs3)N(CC(=O)OC)C2=S)cc1 | -8 |
| CCc1onc(C)c1C(=O)O | -4 |
| N#CCCN1CCN(CCC#N)C1=S | -2 |
| N#C/C(=C\Nc1ccc(Cl)cn1)S(=O)(=O)c1ccccc1 | 1 |
| O=C(/C=C/c1ccccc1Cl)N1CCN(c2ncccn2)CC1 | 10 |
